# Screening results (PubChem)
# NPSR antagonist: qHTS Assay for Antagonists of the Neuropeptide S Receptor: cAMP Signal Transduction; AID 1461, 2008; hit rate 1% among 220,000; Potency, µM (titrated, usually from 38.3 µM), for the others: at the highest dose activity change, negative = inhibition, hits mostly inhibitors; CHO-NPSR cells, cAMP TR-FRET, antagonist mode; also: potency is read from the fitted curve at half-maximal effect; % is scaled to controls: 0 for no effect and ±100 for the full control effect; nearly all actives have a fitted effect of over 50% in size; many of its hits are not listed in these tables
# Target sequence (Q6W5P4 whole entry, looked up): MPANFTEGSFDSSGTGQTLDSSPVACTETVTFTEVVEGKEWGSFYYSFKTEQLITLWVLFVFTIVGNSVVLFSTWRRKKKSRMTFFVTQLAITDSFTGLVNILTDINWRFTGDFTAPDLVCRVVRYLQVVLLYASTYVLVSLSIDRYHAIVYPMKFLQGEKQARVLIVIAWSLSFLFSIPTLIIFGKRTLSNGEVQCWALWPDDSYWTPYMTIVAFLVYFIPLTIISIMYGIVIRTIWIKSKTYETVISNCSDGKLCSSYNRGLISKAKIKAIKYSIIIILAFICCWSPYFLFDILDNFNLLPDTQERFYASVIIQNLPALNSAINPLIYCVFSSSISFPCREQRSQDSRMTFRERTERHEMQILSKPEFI
# TR SRC2 fluor cs: Total Fluorescence Counterscreen for Inhibitors of the Interaction of Thyroid Hormone Receptor and Steroid Receptor Coregulator 2. hit rate 0.29% among 280,000. AID 1479, 2009. TRb/SRC2 Texas Red total fluorescence interference. Potency, µM (top dose mostly 106 µM), for inactives: at the highest dose fluorescence change, negative = quenching; active = well fitted curve in either direction with a large enough effect; inconclusive = small, poorly fitted or top-dose-only effect; also: potency is read from the fitted curve at half-maximal effect; % is scaled to controls: 0 for no effect and ±100 for the full control effect
#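 Human TRb ligand-binding domain at 0.6 uM with 20 nM Texas Red SRC2 peptide in Tris buffer containing 1 uM T3 and 5% DMSO, incubated with compound 5 h at ambient temperature. Total fluorescence (555/632 nm) calculated as parallel + 2 × perpendicular.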
# TRb SRC2 PPI: qHTS for Inhibitors of the Interaction of Thyroid Hormone Receptor and Steroid Receptor Coregulator 2 | hit rate 0.065% among 280,000 | Potency, µM (highest dose often 106 µM), without a hit: top-dose activity change, negative = inhibition, most hits filed as inhibitors | Thyroid hormone receptor beta (Homo sapiens), P10828 | AID 1469, 2008 | TRbeta-SRC2 peptide binding, fluorescence polarization; receptor liganded with 1 µM T3;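 also: potency is read from the fitted curve at half-maximal effect; plate controls were bound peptide for no effect and peptide without receptor for full effect; nearly all actives have a fitted effect of over 50% in size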
# Target sequence (P10828 whole entry, looked up): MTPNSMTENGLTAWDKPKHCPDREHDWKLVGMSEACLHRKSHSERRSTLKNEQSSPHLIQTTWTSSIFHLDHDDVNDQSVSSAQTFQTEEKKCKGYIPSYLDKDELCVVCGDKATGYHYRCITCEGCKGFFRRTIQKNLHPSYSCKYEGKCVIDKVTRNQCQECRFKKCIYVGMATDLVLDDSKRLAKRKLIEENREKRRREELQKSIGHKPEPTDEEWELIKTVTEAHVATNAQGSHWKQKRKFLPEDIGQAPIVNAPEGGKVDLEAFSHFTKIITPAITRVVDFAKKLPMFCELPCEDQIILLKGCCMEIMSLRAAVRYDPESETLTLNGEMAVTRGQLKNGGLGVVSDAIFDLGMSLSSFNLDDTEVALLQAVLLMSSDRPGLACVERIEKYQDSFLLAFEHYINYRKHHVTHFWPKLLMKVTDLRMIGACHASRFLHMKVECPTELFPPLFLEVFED
#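 Read-out is fluorescence polarization (555 nm excitation, 632 nm emission) of a Texas Red SRC2 coactivator peptide; loss of signal reflects blocked binding to human TRb ligand-binding domain in the presence of 1 uM T3.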
# GLA spleen mod: qHTS Assay for Inhibitors and Activators of Human alpha-Galactosidase From Spleen Homogenate; human spleen homogenate, 4MU-alpha-Gal fluorescence, 40 min; AID 2107, 2009; hit rate 0.008% among 240,000; Potency, µM (series often up to 80 µM), without a hit: at the top dose activity change, negative = inhibition, hits mostly inhibitors; Alpha-galactosidase A (Homo sapiens), P06280;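 also: potency is read from the fitted curve at half-maximal effect; 0% = enzyme with vehicle and -100% = no enzyme basal signal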
#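 Spleen homogenate 1 ug + cpd (titration) + 4-MU-alpha-D-galactopyranoside 1 mM; 37C 40 min; 50 mM citrate/phosphate pH 5.0, 0.01% Tween-20; stop pH 10; fluorescence 365/440; AC50 via Hill.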
# Epigenetic derep: Quantitative High-Throughput Screen for Regulators of Epigenetic Control; hit rate 0.2% among 280,000; murine LDR cells, GFP reporter derepression, 30 h; Potency, µM (doses to about 53.9 µM), for inactives: at the highest dose GFP activation, usual class: activators; also: potency is read from the fitted curve at half-maximal effect; % of control where 0% means no effect; nearly all actives have a fitted effect of over 60% in size
#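 In this reporter-derepression format, murine cells bearing a silenced integrated CMV-GFP locus incubate with test compound (30 h, 37 C), then are washed and imaged; fluorescent objects of 20–120 um count as induced cells.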
# CBFb RUNX1 block: qHTS Assay for Compounds Blocking the Interaction Between CBF-beta and RUNX1 for the Treatment of Acute Myeloid Leukemia. Potency, µM (series often up to 59.8 µM), inactives show at the highest dose activity, negative = inhibition, most hits filed as inhibitors. 230,000 tested, under 10 active. AlphaScreen CBFb-His/RUNX1-biotin binding, biochemical. Runt-related transcription factor 1 (Homo sapiens) + Core-binding factor subunit beta …; also: % of control where 0% means no effect
#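 Read-out: AlphaScreen. Format: His-CBF-beta with biotinylated RUNX1 (30 nM each) preincubated 20 min, compound 15 min, Ni-chelate plus streptavidin beads 90 min; room temperature throughout.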
# Tau fibril FP: qHTS for Inhibitors of Tau Fibril Formation, Fluorescence Polarization; Potency, µM (titrated, usually from 57.7 µM), for the others: at the highest dose activity, negative = inhibition, hits mostly inhibitors; hit rate 0.39% among 280,000; K18 P301L tau heparin fibrillization, Alexa594 FP, 6 h; Microtubule-associated protein tau (Homo sapiens), P10636; also: potency is read from the fitted curve at half-maximal effect; % is scaled to controls: 0 for no effect and ±100 for the full control effect; nearly all actives have a fitted effect of over 55% in size
# Target sequence (P10636 561-689 P618L limits assumed): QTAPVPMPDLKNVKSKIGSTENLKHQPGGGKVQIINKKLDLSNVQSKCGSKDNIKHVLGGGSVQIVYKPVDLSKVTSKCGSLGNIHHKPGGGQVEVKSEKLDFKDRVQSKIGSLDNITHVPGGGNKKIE
#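 Recombinant K18 P301L […], labeled with Alexa 594 at 0.24 uM over 15 uM unlabeled; heparin inducer 20 uM final; 37 C, 6 hr; FP endpoint.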
# Tau fluor cs: Counterscreen qHTS for Inhibitors of Tau Fibril Formation, Fluorescence Polarization | tau K18 P301L (four-repeat tau fragment) Alexa594 fluorescence, heparin fibrillization | Potency, µM (doses to about 57.7 µM), without a hit: at the highest dose activity change, negative = decrease | AID 1463, 2008 | hit rate 0.93% among 280,000; also: potency is read from the fitted curve at half-maximal effect; % is scaled to controls: 0 for no effect and ±100 for the full control effect; nearly all actives have a fitted effect of over 55% in size
#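 Human K18 P301L tau (15 uM unlabeled plus 0.24 uM Alexa 594-labeled, final) in 100 mM sodium acetate pH 7 was mixed with compound and 20 uM heparin and incubated 6 hr at 37 C.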
# Numbers without * were called inactive; ? = inconclusive; . = no result given; [ ] = dose if it differs, or a comment. Unless noted, calls follow the shape of the dose curve; as a rule, active = well fitted curve in the direction sought with a large enough effect; inconclusive = small, poorly fitted or top-dose-only effect, or another doubt; inactive = no such curve, though single readings can be large; an effect the other way counts as inactive or inconclusive.
# The first 2 entries (preview)
no. | compound | NPSR antagonist | TR SRC2 fluor cs | TRb SRC2 PPI | GLA spleen mod
1 | O=C(NCc1nc2ccccc2[nH]1)[C@H]1C[C@@H]1[C@H](NP(=O)(c1ccccc1)c1ccccc1)c1ccccc1 | . | -1% | -2% | -11%
2 | CCC(C(=O)NCc1ccco1)N(C(=O)CNS(=O)(=O)c1ccccc1)c1ccccc1C (stereo not given) | -17% | -6% | 0% | -4%

no. | Epigenetic derep | CBFb RUNX1 block | Tau fibril FP | Tau fluor cs
1 | 7.9% | 10% | 2% | -21%
2 | 0.0% | -2% | -2% | 7%

# The list itself, previewed entries included:
no. | compound | NPSR antagonist | TR SRC2 fluor cs | TRb SRC2 PPI | GLA spleen mod
1 | O=C(NCc1nc2ccccc2[nH]1)[C@H]1C[C@@H]1[C@H](NP(=O)(c1ccccc1)c1ccccc1)c1ccccc1 | . | -1% | -2% | -11%
2 | CCC(C(=O)NCc1ccco1)N(C(=O)CNS(=O)(=O)c1ccccc1)c1ccccc1C (stereo not given) | -17% | -6% | 0% | -4%
3 | COc1ccccc1N1CCN(C(=O)CSc2ccc3c(C)cc(C)nc3n2)CC1 | 4%[46.1 µM] | -4% | -1% | 0%
4 | CCOC(=O)CC(=O)CSc1nc2c(cc1C#N)CCCCCC2 | -28%[7.67 µM] | -1% | 1% | 8%
5 | OC[C@@H](O)C(O)[C@H](O)[C@H](O)CO (stereo not given in full) | . | 4% | -2% | 7%
6 | Cc1c(C(=O)Nc2cccc(-c3nc4ccccc4s3)c2)oc2ccc(F)cc12 | . | ? | -3% | .
7 | CCn1c(C)nc2cc(C(=O)NNC(=S)Nc3ccc(F)cc3)ccc21 | -6% | 4% | -2% | 3%
8 | COc1ccc(Cl)cc1-c1nc(SCC(=O)N(C)C)n[nH]1 | 4% | -3% | -1% | 0%
9 | CS(=O)(=O)Nc1ccccc1NS(C)(=O)=O | 10% | -3% | 2% | -1%
10 | Cc1ccc(N(CC(=O)NC(C)c2ccccc2)S(=O)(=O)c2c(C)noc2C)cc1 (stereo not given) | . | -1% | 5% | .
11 | CCOC(=O)c1cc2c(=O)n3ccccc3nc2n(CCCOC)c1=NC(=O)c1ccncc1 | -32% | 0% | 13% | ?
12 | COc1ccc(C2N=C(N)N=C(N)N2c2ccccc2OC)cc1OC (stereo not given) | 0%[46.1 µM] | -3% | -12% | -19%
13 | O=C(Nc1ccccc1C(=O)O)c1ccc(Br)c(S(=O)(=O)NCc2ccccc2)c1 | 2% | 0% | -2% | 2%
14 | O=C(OCCNC(=O)c1cc2ccccc2oc1=O)c1cccnc1 | ? | -6% | 8% | -5%
15 | O=C(O)CSc1nnc(CNc2ccc(Cl)cc2)n1Cc1ccccc1 | -5%[46.1 µM] | 0% | -16% | -14%

no. | Epigenetic derep | CBFb RUNX1 block | Tau fibril FP | Tau fluor cs
1 | 7.9% | 10% | 2% | -21%
2 | 0.0% | -2% | -2% | 7%
3 | -0.9% | 5% | 7% | -5%
4 | 9.8% | 14% | 0% | -18%
5 | . | 2% | . | .
6 | -0.8% | . | ? | ?
7 | 0.5% | -2% | -1% | -18%
8 | -1.8% | 3% | -6% | -9%
9 | 1.1% | 11% | 7% | 2%
10 | -1.3% | . | -4% | 2%
11 | -1.8% | -3% | 7% | -3%
12 | -2.3% | -2% | -1% | -1%
13 | 2.4% | -1% | 16% | -3%
14 | -1.1% | 7% | -4% | -9%
15 | -1.0% | -5% | -1% | -13%

# Carrying on.
no. | compound | NPSR antagonist | TR SRC2 fluor cs | TRb SRC2 PPI | GLA spleen mod
16 | COc1cccc(NC(=O)c2cc([N+](=O)[O-])ccc2NCc2cccnc2)c1 | ? | -1% | 2% | 0%
17 | CCc1ccc(N/C(SC)=C(/C#N)C(N)=O)cc1 | -12%[46.1 µM] | -1% | -1% | -3%
18 | Cc1ccc(N(C(C)C(=O)Nc2c(C)n(C)n(-c3ccccc3)c2=O)S(C)(=O)=O)cc1C (stereo not given) | 10% | 3% | 5% | 2%
19 | Cc1cc(C)c(NC(=O)CSc2nc3[nH]ncc3c(=O)[nH]2)c(C)c1 | 13% | -2% | 1% | -4%
20 | Cc1ccccc1Nc1nc2ccccc2s1 | -3%[46.1 µM] | 4% | 1% | -4%
21 | COC(=O)c1cc(OC)c(OC)cc1NC(=O)CSc1ccc(C)cc1 | -25%[46.1 µM] | -1% | -9% | -4%
22 | Cc1c(C)n(CC(O)CNCCO)c2ccccc12 (stereo not given) | 16% | -2% | 7% | 3%
23 | O=C1c2ccccc2C2NC(=O)C3(CCCCC3)N12 (stereo not given) | -25%[46.1 µM] | 0% | -4% | -5%
24 | C=CCSC1=C(C#N)C(c2ccc(OCC)cc2)CC(=O)N1 (stereo not given) | -13%[46.1 µM] | -2% | -12% | 0%
25 | Cc1cccc(N=C2NC(=O)/C(=C/c3cccn3C)S2)c1 | 46% | -2% | 0% | 1%
26 | Cc1ccc(S(=O)(=O)N(C)C)cc1NC(=S)NNC(=O)C(N)=O | 13% | -3% | -4% | 4%
27 | Cc1sc2nc(N3CCOCC3)[nH]c(=O)c2c1-c1ccccc1 | -32% | -3% | -6% | 9%
28 | COC(=O)c1sc(N2C(=O)C(=O)/C(=C(/O)c3ccccc3)C2c2ccco2)nc1C (stereo not given) | -39% | -2% | 4% | -6%
29 | O=C(/C=C\c1ccccc1[N+](=O)[O-])Nc1ccccc1 | -21% | 0% | -2% | 5%
30 | CC(=O)c1ccc(NC(=O)c2ccc(COc3ccccc3[N+](=O)[O-])o2)cc1 | -4% | -12% | 4% | -10%

no. | Epigenetic derep | CBFb RUNX1 block | Tau fibril FP | Tau fluor cs
16 | 0.0% | -15% | 2% | ?
17 | -1.8% | 5% | 2% | 0%
18 | -1.5% | 9% | 7% | 6%
19 | 0.0% | -1% | 4% | -5%
20 | 1.3% | 0% | -4% | -21%
21 | 1.0% | -5% | 1% | -8%
22 | -3.2% | -3% | 3% | -8%
23 | 0.3% | 1% | -11% | -1%
24 | -5.8% | -2% | 5% | -5%
25 | 1.0% | -8% | 5% | -29%
26 | 1.5% | 6% | -3% | 0%
27 | 5.1% | 10% | 9% | 5%
28 | -8.2% | 1% | -9% | -3%
29 | -1.2% | 7% | 7% | -13%
30 | 0.0% | -22% | ? | -22%

# Two of these compounds, set out differently:
cpd | SMILES | NPSR antagonist | TR SRC2 fluor cs | TRb SRC2 PPI | GLA spleen mod | Epigenetic derep | CBFb RUNX1 block | Tau fibril FP | Tau fluor cs
29 | O=C(/C=C\c1ccccc1[N+](=O)[O-])Nc1ccccc1 | -21% | 0% | -2% | 5% | -1.2% | 7% | 7% | -13%
16 | COc1cccc(NC(=O)c2cc([N+](=O)[O-])ccc2NCc2cccnc2)c1 | ? | -1% | 2% | 0% | 0.0% | -15% | 2% | ?

# Full records from above. Order of screens: NPSR antagonist	TR SRC2 fluor cs	TRb SRC2 PPI	GLA spleen mod	Epigenetic derep	CBFb RUNX1 block	Tau fibril FP	Tau fluor cs
# O=C(/C=C\c1ccccc1[N+](=O)[O-])Nc1ccccc1 across the screens: -21%	0%	-2%	5%	-1.2%	7%	7%	-13%
# Cc1ccccc1Nc1nc2ccccc2s1 across the screens: -3%[46.1 µM]	4%	1%	-4%	1.3%	0%	-4%	-21%

# Additional compounds.
no. | compound | NPSR antagonist | TR SRC2 fluor cs | TRb SRC2 PPI | GLA spleen mod
31 | O=C(O)/C=C1\CCCc2ccccc2C1O (stereo not given) | . | -2% | 1% | 17%
32 | COc1cc(OC)cc(-c2nnc(Sc3ccc(C=O)cc3[N+](=O)[O-])o2)c1 | -11%[46.1 µM] | -5% | ? | 1%
33 | O=C(CN1CCN(c2ccccc2F)CC1)Nc1ccccc1F | -19%[46.1 µM] | 1% | -5% | -1%
34 | Cc1ccc(S(=O)(=O)N2CCOCC2)cc1NC(=O)Cn1ccsc1=N | -10%[46.1 µM] | -3% | 1% | -4%
35 | CCOC(=O)C1CCCN(CCC(=O)Nc2cccc(F)c2)C1 (stereo not given) | -11%[46.1 µM] | -6% | 6% | -11%
36 | COc1ccc(C(=O)c2c[nH]cc2-c2ccccc2)cc1 | -6% | -8% | -3% | 4%
37 | CCOc1cc(N2CCOCC2)c(OCC)cc1NC(=O)COC(=O)c1ccccc1C | -11% | 1% | 0% | 8%
38 | COc1ccc(S(=O)(=O)N2CCN(C(=O)c3cc(C)oc3C)CC2)cc1 | -5% | -2% | 2% | 11%
39 | Cn1cnc(S(=O)(=O)NCc2ccccc2)c1 | 5% | -6% | -7% | 9%
40 | CC(C)C(c1nnnn1C1CCCCC1)N1CCCc2ccccc21 (stereo not given) | ? | -3% | -11% | -1%
41 | CCOc1ccccc1OCCCCOc1ccccc1F | -14% | -2% | 1% | 4%
42 | Cc1ccc(NN2C(=O)C=C(c3ccc(Cl)cc3)C2=O)cc1 | 7.9µM* | -3% | -8% | -4%

no. | Epigenetic derep | CBFb RUNX1 block | Tau fibril FP | Tau fluor cs
31 | 0.0% | 11% | 1% | 2%
32 | -1.2% | -11% | -13% | ?
33 | 1.5% | 1% | -3% | -4%
34 | 3.8% | 3% | 6% | -1%
35 | 0.4% | -1% | -2% | -1%
36 | 6.1% | -5% | -7% | -3%
37 | 0.0% | -1% | 6% | -8%
38 | -1.5% | 2% | 2% | -10%
39 | -1.0% | 18% | -1% | -3%
40 | -1.2% | 3% | -7% | -17%
41 | 0.0% | ? | -5% | -6%
42 | -1.2% | -1% | 1% | -9%

# This is a subset; the hit share may differ from the screen's.
